Bioassay records: PubChem, several laboratories
Rv3671c protease: Rv3671c serine protease inhibitors, primary screen, biochemical, fluorescence polarization, M. tuberculosis H37Rv | actives 0.048% (n = 320,000) | inhibition, % at 5.96 µM; in the data active = inhibition above about 38%;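 also: extracellular domain of Rv3671c used as enzyme; 0% = enzyme with DMSO and 100% = no enzyme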
Target sequence (P9WHR9 whole entry, looked up, the tested form may be a part): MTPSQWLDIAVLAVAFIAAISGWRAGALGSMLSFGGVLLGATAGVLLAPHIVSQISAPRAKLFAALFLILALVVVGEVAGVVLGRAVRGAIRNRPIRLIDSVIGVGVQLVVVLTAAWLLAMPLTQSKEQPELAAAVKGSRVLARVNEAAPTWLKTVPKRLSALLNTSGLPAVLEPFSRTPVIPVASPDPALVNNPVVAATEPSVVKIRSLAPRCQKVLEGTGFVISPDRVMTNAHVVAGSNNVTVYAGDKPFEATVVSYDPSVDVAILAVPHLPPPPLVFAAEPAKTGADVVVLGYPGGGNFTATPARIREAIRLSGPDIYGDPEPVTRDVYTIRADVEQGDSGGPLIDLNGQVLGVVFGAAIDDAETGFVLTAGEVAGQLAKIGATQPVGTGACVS
FBA Mtb inh: Mtb FBA enzyme inhibitors, primary screen, biochemical, fluorescence, strain H37Rv | purified M. tuberculosis FBA, fluorescence read-out | inhibition, % at 1 µM | actives 2.3% (n = 360,000); in the data active = inhibition above about 27%;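 also: 0% = vehicle and 100% = reference inhibitor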
MazF activator: activators of E. coli MazEF toxin-antitoxin RNase, primary screen, biochemical, fluorescence, uHTS; activation, % at 20 µM; FAM/BHQ RNA-DNA oligo cleavage fluorescence, 5 h; AID 504720, 2011; Endoribonuclease toxin MazF (Escherichia coli (strain K12)), P0AE70; actives 0.32% (n = 350,000); in the data active = activation above about 50%
Target sequence (P0AE70 whole entry, looked up): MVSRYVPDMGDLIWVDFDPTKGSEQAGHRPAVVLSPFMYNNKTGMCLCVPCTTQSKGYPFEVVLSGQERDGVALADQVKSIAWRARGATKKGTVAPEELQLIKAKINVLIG
PrPC surface inh: inhibitors of human cell surface prion protein PrPC, primary screen, cell-based, TR-FRET; inhibition, % at 13.8 µM; Major prion protein (Homo sapiens), P04156; actives 0.43% (n = 370,000); TR-FRET read-out; in the data active = inhibition above about 24%; also: 0% = median of the test wells and 100% = reference compound wells
BoNT-F LC inh: BoNT/F light chain protease inhibitors, primary screen, biochemical, flow cytometry, MLPCN library | Multiplex microsphere protease cleavage assay | actives 0.22% (n = 360,000) | inhibition, % at 10 µM; in the data active = inhibition above about 35%, passing the limit was not always enough; inconclusive = no clear call, values can overlap the other calls; also: plate controls were buffer without enzyme for full effect and enzyme alone for no effect
UGM FP inh: M. tuberculosis UGM enzyme inhibitors, primary screen, biochemical, fluorescence polarization, single point | UDP-galactopyranose mutase (Mycobacterium tuberculosis (strain ATCC 25618 / H37Rv)), … | purified UGM, fluorescence polarization probe displacement | inhibition, % at 10 µM | actives 0.06% (n = 320,000) | AID 504406, 2011; in the data active = inhibition above about 10%, passing the limit was not always enough; inconclusive = no clear call, values can overlap the other calls
Target sequence (P9WIQ1 whole entry, looked up): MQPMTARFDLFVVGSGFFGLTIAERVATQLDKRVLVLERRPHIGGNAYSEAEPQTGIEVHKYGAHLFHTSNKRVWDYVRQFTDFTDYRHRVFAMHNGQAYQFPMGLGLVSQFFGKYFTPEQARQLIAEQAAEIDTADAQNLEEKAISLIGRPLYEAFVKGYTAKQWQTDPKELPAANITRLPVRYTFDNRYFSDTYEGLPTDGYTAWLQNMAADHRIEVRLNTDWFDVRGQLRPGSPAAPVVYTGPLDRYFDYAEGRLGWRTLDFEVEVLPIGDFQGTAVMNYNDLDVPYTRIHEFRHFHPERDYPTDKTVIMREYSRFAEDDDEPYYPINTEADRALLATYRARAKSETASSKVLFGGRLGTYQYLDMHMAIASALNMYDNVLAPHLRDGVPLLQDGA
FadD28 binding: inhibitors of FadD28 bisubstrate probe binding, primary screen, biochemical, fluorescence polarization, single point; Mycobacterium tuberculosis FadD28 fatty-acid-AMP ligase; inhibition, % at 12.5 µM; actives 0.22% (n = 360,000); AID 588549, 2011; in the data active = inhibition above about 8.5%, passing the limit was not always enough; inconclusive = no clear call, values can overlap the other calls
BioA inh: M. tuberculosis BioA enzyme inhibitors, primary screen, biochemical, plate reader, single point, HTS; actives 0.096% (n = 360,000); AID 602481, 2012; purified M. tuberculosis BioA enzyme; 7,8-diaminopelargonic acid synthase BioA (Mycobacterium tuberculosis); inhibition, % at 9.99 µM; in the data active = inhibition above about 40%; inconclusive = no clear call, values can overlap the other calls
GDH-TPI counter: GDH-TPI coupling enzyme inhibitors, primary screen, artefact control for M. tuberculosis FBA inhibitor project, biochemical, absorbance, full deck; inhibition, % at 4.8 µM; actives 1.2% (n = 360,000); GDH-TPI coupled enzyme counterscreen, NADH absorbance; in the data active = inhibition above about 30%;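 also: 0% = DMSO wells and 100% = wells lacking the enzyme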
An asterisk follows results filed as active; u = inconclusive; x = no result given. This is a random part of the collection; about 4.8% have a hit in one of these screens.

1. CC(C)n1nnnc1C(c1ccc(F)cc1)N1CCN(C2CCCC2)CC1 (stereo unspecified)
2. CCN(Cc1ccccc1)S(=O)(=O)c1cc(C(=O)NCC2CCCCC2)ccc1OC
3. O=[N+]([O-])c1cccnc1Oc1ccc(F)cc1
4. CCCCC(=O)N1CCN(c2nc(-c3ccc(F)cc3)cs2)CC1
5. O=C(COC(=O)C1=COCCO1)Nc1ccc(Oc2ccccc2)cc1
6. CCc1ccc(CNC(=O)C(=O)NCCc2ccc(OC)c(OC)c2)cc1
7. COc1ccc(N(CC(=O)NC2CC3CCC2C3)S(=O)(=O)c2ccccc2)cc1OC (stereo unspecified)
8. Cn1c(-c2ccccc2)c(CCO)c2ccccc21
9. O=C(NCCCCc1ccccc1)c1ccccc1Cl
10. COc1cc(O)c(C(CCN2CCCCC2)c2ccc(N(C)C)cc2)c(OC)c1 (stereo unspecified)

Compound	1	2	3	4	5	6	7	8	9	10
Rv3671c protease	x	-19	2	x	-2	1	8	-5	4	-3
FBA Mtb inh	1	0	-1	0	3	-4	0	1	-5	0
MazF activator	3	-4	-10	0	-3	0	-35	2	3	-3
PrPC surface inh	0	12	-10	-4	-2	3	-3	-1	4	-6
BoNT-F LC inh	u	0	-4	-2	8	2	-21	-5	1	-2
UGM FP inh	x	-0.5	1.8	x	4.2	8.9	-1.3	1.6	-4.0	-2.7
FadD28 binding	-3.3	-3.1	-0.4	0.2	-1.1	0.3	-1.8	-1.5	-0.7	-0.8
BioA inh	-0.9	x	0.3	-2.3	-0.2	-2.1	x	0.2	x	-1.4
GDH-TPI counter	6	-2	-1	8	3	6	7	16	-9	1

11. CCCc1cc(=O)oc2c(C)c(O[C@@H]3O[C@H](CO)[C@@H](O)[C@H](O)[C@H]3O)ccc12
12. O=C(NCc1cccs1)c1cccc2c(-c3ccc(F)c(F)c3)coc12
13. CN(C)c1ccc(-c2csc(C(O)c3ccc(F)cc3)n2)cc1 (stereo unspecified)
14. Cc1cc(=O)oc2cc(OS(C)(=O)=O)ccc12
15. COC(=O)c1cc(S(=O)(=O)N2CCOCC2)c(N2CCOCC2)cc1N1CCOCC1
16. C1CCc2nc3c(nc2C1)CCCC3
17. O=C(Nc1ccc(Cl)cc1)Nc1ccccn1
18. O=C(Cc1ccccc1)NCC(=O)OCc1cccc([N+](=O)[O-])c1
19. CCc1sc(C(=O)N2CCC3(CC2)OCCO3)cc1Br
20. COC(=O)c1cccc(C(=O)Oc2cccc(Br)c2)n1

Compound	11	12	13	14	15	16	17	18	19	20
Rv3671c protease	6	x	x	5	x	8	-3	-1	12	-5
FBA Mtb inh	3	0	-3	0	5	-3	-2	0	2	2
MazF activator	11	x	x	-2	-15	3	14	-2	-7	5
PrPC surface inh	-1	3	10	-5	0	-3	-5	-12	0	-3
BoNT-F LC inh	-14	1	-6	-3	-11	-2	u	1	-3	4
UGM FP inh	0.4	x	x	-1.3	x	0.0	-1.8	-5.6	-1.5	-2.5
FadD28 binding	-0.8	-2.5	1.2	-2.0	-2.9	-4.3	-3.9	-4.0	-1.4	-0.3
BioA inh	-0.4	1.0	-1.6	x	0.5	-0.4	-2.8	-0.6	-2.5	-2.6
GDH-TPI counter	12	-4	-1	13	3	6	16	0	0	-1

21. CCCCOCC(O)CCc1n[nH]c(=S)n1-c1ccccc1 (stereo unspecified)
22. C=CC[C@H]1Cc2c(cccc2[N+](=O)[O-])[C@H](CC=C)N1
23. Cc1ccc(S(=O)(=O)N2CCCC2CNC(=O)c2ccc3c(c2)OCO3)cc1 (stereo unspecified)
24. COCCn1c(SCc2ccc(C(=O)OC)o2)nc2cc(Cl)ccc2c1=O
25. COc1ccccc1NS(=O)(=O)c1ccc2c(c1)NC(=O)CC(=O)N2
26. Cc1cc(C(=O)N/N=C/c2ccc(-c3cccc(Cl)c3)o2)n[nH]1
27. O=C(CSc1nnc(C2CC2)n1-c1ccccc1)N1CCCC1
28. COC(=O)c1sccc1NC(=O)CC1C(=O)NCCN1C(=O)Nc1ccccc1 (stereo unspecified)
29. CC(C)CNC(=O)c1cc(S(=O)(=O)N2CCOCC2)ccc1N1CCCC1
30. COc1ccc(CCc2nnc(NS(C)(=O)=O)s2)cc1

Compound	21	22	23	24	25	26	27	28	29	30
Rv3671c protease	-6	-13	-6	-7	2	-11	-8	2	-1	x
FBA Mtb inh	0	-1	2	3	-1	10	6	3	2	3
MazF activator	0	7	-5	8	3	-26	8	-1	-10	9
PrPC surface inh	0	-20	6	0	1	-8	-1	6	-1	10
BoNT-F LC inh	-2	-2	-14	-12	-1	8	-4	-3	-13	u
UGM FP inh	2.3	-0.2	-0.9	2.4	-2.5	0.5	-2.8	2.9	-0.7	1.7
FadD28 binding	-0.9	-2.7	-2.7	0.4	-2.5	-4.8	-0.8	-1.5	u	0.9
BioA inh	x	x	-0.5	-0.9	x	0.1	0.5	9.5	-0.6	-0.3
GDH-TPI counter	-4	1	-10	9	-9	18	7	0	2	14

A second format for 4 compounds above.
(22) C=CC[C@H]1Cc2c(cccc2[N+](=O)[O-])[C@H](CC=C)N1
  Rv3671c protease: -13	FBA Mtb inh: -1	MazF activator: 7	PrPC surface inh: -20	BoNT-F LC inh: -2	UGM FP inh: -0.2	FadD28 binding: -2.7	BioA inh: x	GDH-TPI counter: 1

(23) Cc1ccc(S(=O)(=O)N2CCCC2CNC(=O)c2ccc3c(c2)OCO3)cc1 (stereo unspecified)
  Rv3671c protease: -6	FBA Mtb inh: 2	MazF activator: -5	PrPC surface inh: 6	BoNT-F LC inh: -14	UGM FP inh: -0.9	FadD28 binding: -2.7	BioA inh: -0.5	GDH-TPI counter: -10

(29) CC(C)CNC(=O)c1cc(S(=O)(=O)N2CCOCC2)ccc1N1CCCC1
  Rv3671c protease: -1	FBA Mtb inh: 2	MazF activator: -10	PrPC surface inh: -1	BoNT-F LC inh: -13	UGM FP inh: -0.7	FadD28 binding: u	BioA inh: -0.6	GDH-TPI counter: 2

(26) Cc1cc(C(=O)N/N=C/c2ccc(-c3cccc(Cl)c3)o2)n[nH]1
  Rv3671c protease: -11	FBA Mtb inh: 10	MazF activator: -26	PrPC surface inh: -8	BoNT-F LC inh: 8	UGM FP inh: 0.5	FadD28 binding: -4.8	BioA inh: 0.1	GDH-TPI counter: 18

(cont.)
31. OC1CCN(Cc2ccc3ccccc3c2)CC1
32. O=C(c1ccc(S(=O)(=O)NCC2CCCO2)cc1)N1CCN(c2ccccc2)CC1 (stereo unspecified)
33. CC(=O)Nc1ccc(S(=O)(=O)Nc2ccc3ccccc3n2)cc1
34. Cc1ccc(N2CCN(C(=O)c3ccccc3NC(=O)C3CCCCC3C(=O)O)CC2)cc1 (stereo unspecified)
35. Cc1cccc(NC(=O)CN2CCC(NC(=O)C3CCCCC3)CC2)c1C
36. COCC(=O)Nc1nc(-c2ccc(C)cc2)c(C)s1
37. CCCCN(Cc1cc2cc(C)ccc2[nH]c1=O)C(=O)c1ccccn1
38. CCC(C)(C)c1nnc(NC(=O)CCC2CCCCC2)s1
39. CN(CC(=O)Nc1ccccc1Cl)CC(=O)Nc1c(F)cccc1F
40. O=C(Nc1cc(S(=O)(=O)Nc2ccccc2F)ccc1Cl)c1ccc(F)cc1F

Compound	31	32	33	34	35	36	37	38	39	40
Rv3671c protease	x	11	1	1	1	1	-9	1	2	-8
FBA Mtb inh	-2	0	3	-1	0	-2	8	0	-2	-1
MazF activator	9	0	2	5	2	-4	-1	1	-16	3
PrPC surface inh	1	2	1	0	-2	-2	4	-2	-6	-4
BoNT-F LC inh	-2	4	2	-3	-2	2	-4	-5	5	-4
UGM FP inh	2.4	2.0	3.3	-0.1	-1.5	-1.6	1.4	0.0	2.9	3.4
FadD28 binding	-4.1	0.4	-3.7	-0.8	-2.1	-6.3	-1.4	-0.3	-2.0	-3.2
BioA inh	-1.7	x	2.0	-0.5	x	0.6	x	-0.6	x	x
GDH-TPI counter	4	-4	14	8	-3	-14	16	-4	-8	8

41. O=C(CCSc1nnc(-c2ccco2)o1)N1CCOCC1
42. O=C(NC(=S)Nc1ccc(N2CCCCC2)c(Cl)c1)c1cccs1
43. O=C(Nc1nc2c(s1)CCCC2)c1cc(-c2ccncc2)nc2ccccc12
44. Cc1nc(CSc2nnc3scc(-c4ccc(Cl)cc4)n23)cs1
45. CCN(C(=O)COC(=O)Cc1c[nH]c2ccccc12)C1CCS(=O)(=O)C1 (stereo unspecified)
46. O=C(NCCc1cccs1)c1cccs1
47. Cc1csc(NC(=O)c2ccc[nH]c2=O)n1
48. CN1C(=O)N(C)C(=O)C2(Cc3c(ccc4ccccc34)N(C)C2)C1=O
49. C=CCNc1nc(C(=O)OCC(=O)Nc2ccc(S(N)(=O)=O)cc2)cs1
50. CCOC(=O)c1sc2nc3n(c(=O)c2c1C)CCCCC3

Compound	41	42	43	44	45	46	47	48	49	50
Rv3671c protease	-6	-12	-11	6	-1	2	-2	3	-16	-5
FBA Mtb inh	4	1	2	-2	6	-3	0	-1	2	4
MazF activator	3	1	9	-1	1	2	1	5	3	4
PrPC surface inh	-1	2	-3	2	3	-2	9	2	-2	0
BoNT-F LC inh	-3	4	-37	16	6	-4	8	-19	-1	u
UGM FP inh	-0.1	0.1	-0.4	-0.4	-0.1	1.0	0.8	-0.6	-0.9	2.9
FadD28 binding	-2.5	0.8	-2.0	-2.7	1.4	0.6	0.3	0.1	-2.4	-4.4
BioA inh	0.8	-2.9	-0.1	0.1	-1.7	-0.5	-2.2	1.3	0.0	-1.2
GDH-TPI counter	-4	15	23	-4	0	-1	28	10	1	9

51. CCCCN(CCCNC(=S)NCCCc1cnc[nH]1)c1ccc(Br)cn1
52. COc1cc(Br)cc(/C=C/c2ccc3cccc(O)c3n2)c1O
53. CCOC(=O)N1CCC(N2CC34C=CC(O3)C(C(=O)Nc3ccc(C)cc3)C4C2=O)CC1 (stereo unspecified)
54. CCc1ccc(NC(=O)C2=CC(c3ccc(OC)c(OC)c3)=NS(=O)(=O)N2C)cc1
55. C=CCNC(=S)Nc1ccc(C(N)=O)cc1
56. CCc1nc2ccc(C(=O)Nc3ccc4c(c3)OCC(=O)N4)cn2c1N(C)Cc1nccn1C
57. Cc1cc(C)nc(SC(C)C(=O)Nc2ccc(S(N)(=O)=O)cc2)n1 (stereo unspecified)
58. O=C(c1c[nH]c2ccccc12)N1CCN(c2ccccc2)CC1
59. CCCCOCCCNC(=O)CC(C)c1ccccc1 (stereo unspecified)
60. O=C(Sc1cccc2cccnc12)c1ccccc1Br
61. Cc1ccc(C(=O)NCC(=O)NCCCc2ccccc2)s1

Compound	51	52	53	54	55	56	57	58	59	60	61
Rv3671c protease	x	8	4	-40	0	x	1	4	4	26	-5
FBA Mtb inh	-2	7	-1	-3	3	-2	-2	3	-9	-3	0
MazF activator	x	5	10	-4	-1	x	2	1	0	x	5
PrPC surface inh	-8	-20	-9	-11	7	-1	-7	-2	0	30*	-8
BoNT-F LC inh	-10	-2	-4	-3	-1	-13	2	-5	1	2	6
UGM FP inh	x	2.6	-0.3	3.3	-1.8	x	-2.9	0.1	-1.2	1.3	2.5
FadD28 binding	-12	-1.3	-1.8	-3.4	-1.2	-0.5	-8.4	-1.6	-3.8	-5.4	-1.8
BioA inh	5.5	-4.0	-1.7	0.0	x	-0.6	-5.0	x	0.3	-1.6	0.2
GDH-TPI counter	3	10	9	10	5	6	15	-6	-4	-1	-9
